# AmpC inh det: blocks E. coli AmpC beta-lactamase in presence of detergent; P00811; purified AmpC, nitrocefin hydrolysis with detergent; Potency, µM (titrated, usually from 28.7 µM), inactives show top-dose activity change, negative = inhibition; hit rate 0.09% among 71,000; AID 584; active = well fitted curve in the direction sought with a large enough effect
# Target sequence (P00811 whole entry, looked up): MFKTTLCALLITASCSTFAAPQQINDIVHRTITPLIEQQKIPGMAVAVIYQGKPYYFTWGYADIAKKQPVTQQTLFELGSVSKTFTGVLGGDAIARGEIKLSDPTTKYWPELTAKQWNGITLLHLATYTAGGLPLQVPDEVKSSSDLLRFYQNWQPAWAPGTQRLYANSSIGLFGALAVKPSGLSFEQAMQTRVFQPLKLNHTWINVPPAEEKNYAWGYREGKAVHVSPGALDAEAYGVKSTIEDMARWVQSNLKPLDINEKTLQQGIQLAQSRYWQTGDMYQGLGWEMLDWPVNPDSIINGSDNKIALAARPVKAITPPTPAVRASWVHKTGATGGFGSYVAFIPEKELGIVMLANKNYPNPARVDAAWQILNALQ
#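 E. coli AmpC (5.3 nM) in 20 mM phosphate pH 7.0 with 0.01% Triton X-100, preincubated 15 min RT with compound; nitrocefin (2 uL of 800 uM stock) hydrolysis followed by 480 nm absorbance every 20 s over 4 min.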
# An asterisk follows results filed as active; [ ] = dose if it differs, or a comment. % is set by controls: 0 for no effect and ±100 for the full control effect; potency is the fitted concentration of half-maximal effect. The list is partial (hit frequency here may not be typical).
SMILES,AmpC inh det
O=C(NCc1cccs1)C1CCN(S(=O)(=O)c2ccc(Br)s2)CC1,23%
O=C(NCCc1ccccc1)c1nc2c(nnn2Cc2ccccc2Cl)c(=O)[nH]1,8%
O=S(=O)(c1ccccc1)N1CCN(c2ncnc3sc(-c4ccccc4)cc23)CC1,-2%
NS(=O)(=O)c1ccc(S(=O)(=O)N(Cc2ccccc2F)CC2CCCO2)cc1 (configuration not stated),5%
O=C(NC1CCCCC1)C1c2ccccc2C(=O)N1Cc1ccco1 (configuration not stated),3%
CCN(CC)S(=O)(=O)c1ccc2oc(C(=O)Nc3ccc(OC)cc3OC)c(C)c2c1,-1%
COC(=O)C1=C(C)NC2=C(C(=O)CCC2)C1c1cccc(C)n1 (configuration not stated),-2%
C[C@H](C(=O)C=[N+]=[N-])N1C(=O)c2ccccc2C1=O,10%
COc1ccc(C)cc1NS(=O)(=O)c1cccc2cccnc12,13%
Cc1c(NC(=O)CN2C(=O)c3ccccc3S2(=O)=O)c(=O)n(-c2ccccc2)n1C,-3%
Cc1ccc(N(CC(=O)Nc2ccc(C)cn2)S(=O)(=O)c2c(C)nn(C)c2C)cc1,0%
Nc1c(S(=O)(=O)O)cc(S(=O)(=O)O)c2ccc(N=Nc3ccccc3)c(O)c12,-5%[5.75 µM]
Cc1nn(-c2ccccc2)c(Cl)c1C1C(C#N)=C(N)OC2=C1C(=O)CCC2 (configuration not stated),-3%
c1ccc2nc3[nH]cnc3nc2c1,-6%
COC(=O)C1=C(C(=O)c2ccccc2)C(c2ccc(OC)c(OC)c2)Nc2nnnn21 (configuration not stated),-1%
CCCCCO,8%
C/C(CC1(O)/C(=N/O)CCc2nonc21)=N\O (configuration not stated),9%
C=Cc1ccccc1C=C,9%
CCOC(=O)Nc1ccc(S(=O)(=O)N2CCOCC2)cc1,-3%
O=C(NC1CCCc2ccccc21)C1CCN(S(=O)(=O)c2cccc3nonc23)CC1 (configuration not stated),9%
CCOc1ccc2[nH]c(=O)c(CN(CCN3CCOCC3)Cc3nnnn3C(C)(C)CC)cc2c1,-1%
CCOc1ccc(N(CC)S(=O)(=O)c2ccc3c(c2)oc(=O)n3C)cc1,-3%
CSc1ccc2[nH]c(=O)cc(C)c2c1,1%
COc1cc(CNC2CCCCCC2)cc(OC)c1O,9%
CN1CCN(c2ncc3nc(CCc4ccccc4)c(=O)n(CCC#N)c3n2)CC1,-1%
CCOC(=O)N1CCN(C(=O)CN(C)S(=O)(=O)c2ccc(OC)c(OC)c2)CC1,-2%
Cc1nc2oc3c(NCc4ccccn4)ncnc3c2c2c1COC(C)(C)C2,-4%
CCN(CC)C(=O)CN(c1ccc(F)c(Cl)c1)S(C)(=O)=O,-4%
COC(=O)c1cc(Br)c(=O)n(CCN2CCCCC2)c1,-1%
COc1ccc(Oc2ncc3ncc(=O)n(CCc4ccccc4)c3n2)cc1,-1%
COC(=O)C(NC(=O)C(NC(=O)c1ccccc1)C(C)C)C(C)C (configuration not stated),-5%
O=C(NCC(c1cccnc1)N1CCN(c2ccccc2F)CC1)C1CCCCC1 (configuration not stated),10%
O=C1CC(c2ccc(S(=O)(=O)NCc3ccncc3)cc2)CN1 (configuration not stated),14%
O=C(c1ccc(Cl)cc1)C12CN3CN(CN(C3)C1)C2,9%
O=C(NCCS(=O)CCNC(=O)C(F)(F)F)C(F)(F)F,-4%
Cc1cccc2c(=O)cc(C)n(CC(=O)N3CCCCC3)c12,-2%
CCCC(=O)Nc1nnc(CC(=O)N2CCCC2)s1,0%
CCCCN(c1ccccc1)c1ncnc2c1cnn2C,0%[5.75 µM]
Cc1ccc(S(=O)(=O)NC2=NCN(CCc3ccccc3)CN2)cc1,-1%
O=C(O)c1ccccc1-c1ccccc1C(=O)Nc1ccc2c(c1)Cc1cc(F)ccc1-2,2%[5.75 µM]
CC(C)CC(=O)N(c1ccc(F)cc1)C1C=CS(=O)(=O)C1 (configuration not stated),-2%
CCc1cccc2c(C#N)cn(CC(=O)NCCOC)c12,-2%
Cn1nnc2cc(C(=O)NCCC3=CCCCC3)ccc21,-1%
O=C(O)CCc1c2ccc(=O)c(O)c-2oc2c(O)c(O)ccc12,-26%[5.75 µM]
COc1ccccc1N/C(N)=N/c1nc(CSc2ccc(C)cc2)cc(=O)[nH]1,2%
CC(C)CC(=O)Nc1nnn(C)n1,-2%
Nc1[nH]nc2nc3ccccc3nc12,1%
CCCN(CCC)CCCNC(=O)CC1Nc2ccccc2NC1=O (configuration not stated),-3%
CCCNC(=O)c1c[nH]c2ccc(S(=O)(=O)N(C)c3ccc(OCC)cc3)cc2c1=O,-7%
Cc1nc2nc(C)c(CCC(=O)N3CCN(c4ccccn4)CC3)c(C)n2n1,-5%
# Next part.
SMILES,AmpC inh det
Cc1ccc(S(=O)(=O)N2CCC(C(=O)OCC(=O)N3CC(=O)Nc4ccccc43)CC2)cc1,-3%
COc1ccc(C2=NOC(C(=O)N3CCN(c4ccccc4OC)CC3)C2)cc1 (configuration not stated),12%
CCC(CC)C(=O)N1c2ccc(F)cc2CCC1C (configuration not stated),6%
Cc1cc(C(=O)NCc2cccs2)n(-c2ccccc2)n1,9%
Cc1c(Cl)cccc1N(CC(=O)O)S(C)(=O)=O,-6%
COc1cc(OC)cc(C(=O)Nn2cc(C(=O)N3CCN(C)CC3)c3ccccc3c2=O)c1,-3%
CC(C)(C)c1nnc2sc(SCC(=O)c3cccs3)nn2c1=O,-3%
O=C(O)CC[C@@]1(c2ccccc2)NC(=O)NC1=O,-5%[5.75 µM]
Cc1cc(NC(=O)CCC(=O)N(CCc2ccccc2)C(C(=O)NC2CCCC2)c2ccco2)no1 (configuration not stated),9%
O[C@@H]1CC[C@H]2Cc3ccccc3N=C21,2%
Cc1cc(C)c(C#N)c(N2CCCC2)n1,-6%
CCCCN(C)C(=O)c1c[nH]c2ccc(S(=O)(=O)N3CCOCC3)cc2c1=O,13%
COc1ccccc1N1CCN(C(=O)CSc2nc(-c3ccco3)cc(C(F)(F)F)n2)CC1,-6%
COc1cc(C2=NOC(C(=O)N3CCCc4ccccc43)C2)cc(OC)c1OC (configuration not stated),-7%
COc1ccc(-n2c(=O)c(-c3cccc(F)c3)nc3cncnc32)cc1,1%
CC(C)(O)/C=C1/Oc2ccccc2C1N1CCCCC1 (configuration not stated),-5%
C/C=C/CSc1nc2c(c(=O)[nH]c(=O)n2C)n1CCC,10%
Cn1c2ccccc2c2c(C(=O)N3CCN(c4ccc(F)cc4)CC3)cn(C3CCCC3)c(=O)c21,-4%
Cc1ccc(-n2ncc3c(=O)n(CC(=O)N4CCCCCC4)cnc32)cc1,16%
CCOC(=O)Cc1nnc(NC(=O)c2ncn[nH]2)s1,-4%
C=CCOC(=O)COc1ccc2c(C)c(C)c(=O)oc2c1,8%
CC(Oc1ccccc1)C(=O)N1CCCc2ccccc21 (configuration not stated),-2%
O=C(Nc1ccc2c(c1)OCO2)C1CC(c2ccccc2Cl)=NO1 (configuration not stated),-3%
CCc1c(O)nc(SCC(N)=O)n(-c2ccccc2F)c1=O,-5%
COc1ccccc1-n1cnc2cc(NC(C)=O)ccc21,-3%
Cc1c(C)[n+](=O)c2c(n1[O-])CCCCC2,9%
Cc1ccc(Cl)c(OCC(=O)Nc2ccc3c(c2)OCCO3)c1,-4%
Cc1ccc2cc3c(NC(=O)c4ccco4)nn(CC(C)C)c3nc2c1,-7%
COc1ccc(CNC(=O)NC2CCCCC2)cc1,-4%
CCOc1ccc(C(=O)NCC(=O)OC(C)C(=O)NCc2ccco2)cc1OCC (configuration not stated),-6%
Cc1nc2scc(-c3cccs3)c2c(=O)o1,4%
O=C(CC(C(=O)O)C1CCCO1)NCCc1ccc2c(c1)OCO2 (configuration not stated),1%
CN(CC(=O)Nc1ccc(F)c(F)c1F)c1cnccn1,-9%
C=CCNc1nc(-c2sc(NC(C)=O)nc2C)cs1,9%
O=C(C1CC1)N1CCc2cc(Br)cc(S(=O)(=O)NCCCN3CCCC3)c21,-5%
Cc1cccc(OCCn2c(NC(=O)c3ccco3)nc3ccccc32)c1,-2%
Cc1nn(-c2ccccc2)c2[nH]c(=O)c(CNc3ccc(N4CCOCC4)cc3)cc12,-2%
CCN1CCN(CCC(=O)Nc2ccccc2OC)CC1,-5%
CCOc1ccc(N2C(=O)CC(Sc3nccc(C)n3)C2=O)cc1 (configuration not stated),-1%
NC(=O)C1CCN(C(=O)CSc2ccccn2)CC1,-2%

# Ordered by heavy-atom count (descending): some entries from above
SMILES,AmpC inh det
Cc1nn(-c2ccccc2)c2[nH]c(=O)c(CNc3ccc(N4CCOCC4)cc3)cc12,-2%
Cc1cccc(OCCn2c(NC(=O)c3ccco3)nc3ccccc32)c1,-2%
O=C(CC(C(=O)O)C1CCCO1)NCCc1ccc2c(c1)OCO2 (configuration not stated),1%

# Continuation.
SMILES,AmpC inh det
COc1ccccc1NC(=O)C1=C(C)NC(=O)NC1c1ccccc1F (configuration not stated),7%
O=C(Nc1nc(-c2nc3ccccc3s2)cs1)c1ccco1,10%
Cc1ccccc1Cn1ccc(NC(=O)CCSc2nc(-c3ccco3)cc(C(F)(F)F)n2)n1,-1%
COc1ccc(OC)c(S(=O)(=O)N(C)CC(=O)O)c1,19%
CCOc1ccccc1NC(=O)c1cccc2c1C(=O)N(CCOC)C2,3%
COCCN1Cc2c(sc(C)c2C)N(C(=O)c2ccccc2)C1,-9%
CN(C)CCCN1c2ccccc2Sc2ccc(C(F)(F)F)cc21,-2%[12.8 µM]
CN(C)c1ncc2ncc(=O)n(Cc3ccc(F)cc3)c2n1,0%
C=CCn1c(SCC(=O)NC2CCCCC2)nnc1-c1sc(N)nc1C,-1%
CCn1c(SCC(=O)N2CCOCC2)nc(O)cc1=O,13%
O=C(Cn1c(=O)n(Cc2ccco2)c(=O)c2cc(Cl)ccc21)NCC1CCCO1 (configuration not stated),10%
COc1cc(-c2nc(-c3ccc(C)nc3OC)no2)cc(OC)c1OC,-3%
N#CC1=C(N)Oc2cc(N)ccc2C1C1CCCCC1 (configuration not stated),-8%
O=C(Nc1ccc(-c2nc3ccccc3o2)c(O)c1)c1cc(-n2cnnc2)ccc1Cl,1%
CC1(C)CC(=O)C(C=NC(CCC(N)=O)C(=O)O)=C(O)C1 (configuration not stated),15%
CCCCC(=O)Nc1cc(C)c2c(=O)oc3ccccc3c2n1,-2%
O=C(c1ccc(OCC2CCCO2)cc1)N1CCN(c2ccccc2)CC1 (configuration not stated),-1%
Cc1ccc(NCc2nnc(SCC(=O)NCc3ccco3)n2CC2CCCO2)c(C)c1 (configuration not stated),-5%
C[C@H](Br)C(=O)Nc1ccc(C(=O)O)c(O)c1,-1%[5.75 µM]
CCOC(=O)C1C(=O)NC(SCC(N)=O)=C(C#N)C1c1ccccc1OCC (configuration not stated),9%
Cc1ccc(C)c(NC(=O)CSc2n[nH]c(-c3ccncc3)n2)c1,-8%
CCC(=O)NCCCOc1ccccc1,0%
O=C(OCCN=C1NS(=O)(=O)c2ccccc21)c1cccnc1,-1%
COc1ccccc1NS(=O)(=O)c1ccc(Cl)cc1,-2%
Cc1nc(C(C)(C)O)n(-c2ccccc2)n1,-4%
COc1ccccc1Nc1nc(N)nc(CSc2nccc(C)n2)n1,2%
CCOC(=O)c1cncn1[C@@H](C)c1ccccc1,-1%[12.8 µM]
NCC1CCC(C(=O)O)CC1 (configuration not stated),0%[12.8 µM]
CC(=O)C1C(c2cccc(Oc3ccccc3)c2)NC(=O)NC1(O)C(F)(F)F (configuration not stated),-3%
O=C(Cn1nnc(-c2ccccc2NC(=O)C2CC2)n1)NC1CCCCC1,-5%
Cc1cccc(C2CC(c3ccccc3)Nc3ncnn32)c1 (configuration not stated),15%
CCC(C(=O)Nc1cc(C)nn1-c1nc(C)cc(C)n1)c1ccccc1 (configuration not stated),-6%
Cc1cc2n(c1)CCn1c(C)ccc1-2,6%
COc1ccccc1N1CCN(C[C@@H](O)COc2cccc3ccccc23)CC1,-7%
Nc1nc2ccc(OC(F)(F)F)cc2s1,-6%

# Grouped by structure, the entries above with an aryl methoxy group.
SMILES,AmpC inh det
CCN(CC)S(=O)(=O)c1ccc2oc(C(=O)Nc3ccc(OC)cc3OC)c(C)c2c1,-1%
COc1ccc(C)cc1NS(=O)(=O)c1cccc2cccnc12,13%
COC(=O)C1=C(C(=O)c2ccccc2)C(c2ccc(OC)c(OC)c2)Nc2nnnn21 (configuration not stated),-1%
COc1cc(CNC2CCCCCC2)cc(OC)c1O,9%
CCOC(=O)N1CCN(C(=O)CN(C)S(=O)(=O)c2ccc(OC)c(OC)c2)CC1,-2%
COc1ccc(Oc2ncc3ncc(=O)n(CCc4ccccc4)c3n2)cc1,-1%
COc1ccccc1N/C(N)=N/c1nc(CSc2ccc(C)cc2)cc(=O)[nH]1,2%
COc1ccc(C2=NOC(C(=O)N3CCN(c4ccccc4OC)CC3)C2)cc1 (configuration not stated),12%
COc1cc(OC)cc(C(=O)Nn2cc(C(=O)N3CCN(C)CC3)c3ccccc3c2=O)c1,-3%
COc1ccccc1N1CCN(C(=O)CSc2nc(-c3ccco3)cc(C(F)(F)F)n2)CC1,-6%
COc1cc(C2=NOC(C(=O)N3CCCc4ccccc43)C2)cc(OC)c1OC (configuration not stated),-7%
COc1ccc(-n2c(=O)c(-c3cccc(F)c3)nc3cncnc32)cc1,1%
COc1ccccc1-n1cnc2cc(NC(C)=O)ccc21,-3%
COc1ccc(CNC(=O)NC2CCCCC2)cc1,-4%
CCN1CCN(CCC(=O)Nc2ccccc2OC)CC1,-5%
COc1ccccc1NC(=O)C1=C(C)NC(=O)NC1c1ccccc1F (configuration not stated),7%
COc1ccc(OC)c(S(=O)(=O)N(C)CC(=O)O)c1,19%
COc1cc(-c2nc(-c3ccc(C)nc3OC)no2)cc(OC)c1OC,-3%
COc1ccccc1NS(=O)(=O)c1ccc(Cl)cc1,-2%
COc1ccccc1Nc1nc(N)nc(CSc2nccc(C)n2)n1,2%
COc1ccccc1N1CCN(C[C@@H](O)COc2cccc3ccccc23)CC1,-7%

# Screens from PubChem BioAssay.
